# NCI-60 one-dose screen, 48 h, at 10 µM unless noted. Numbers give growth in % (100 = growth as untreated, 0 = no growth, -100 = all killed).
# UACC-257: UACC-257 melanoma; 78,000 compounds, 4.4% hits
# MALME-3M: MALME-3M melanoma; 78,000 compounds, 5.8% hits
# LOX IMVI: LOX IMVI melanoma. 79,000 compounds, 7.4% hits
# BT-549: BT-549 breast cancer; 78,000 compounds, 4.4% hits
# T-47D: T-47D breast cancer; 79,000 compounds, 5% hits; AID 1794792
# HS 578T: HS 578T breast cancer | 78,000 compounds, 4.1% hits | AID 1794788
# MCF7: MCF7 breast cancer; 82,000 compounds, 6.3% hits; AID 1794796
# UACC-62: UACC-62 melanoma. 81,000 compounds, 5.4% hits. AID 1794756
# An asterisk follows results filed as active; . = not tested or not shown; & = joins results of further samples; ! = not active in a repeat. Rule for the calls: active = growth percent below 10; inactive = the rest. The order is random, and some 11% of all compounds hit somewhere here.
molecule,UACC-257,MALME-3M,LOX IMVI,BT-549,T-47D,HS 578T,MCF7,UACC-62
S=c1n(CNc2ccc(Cl)nn2)nc(-c2cc(Cl)cc(Cl)c2Cl)n1/N=C/c1ccc(Cl)cc1,106,89,95,106,101,108,87,90
CS(=O)(=O)c1ccc(/C(=N/NC(N)=S)c2ccc(F)cc2)cc1,102,104,101,102,88,102,90,101
O=C(NCCN1CCOCC1)c1ccc(-c2nc3ccc4[nH]ncc4c3c3c2C2CCC3C2)cc1 (stereo unspecified),107,104,98,79,100,102,105,86
C/C(=N/NC(=O)c1sc(=S)n(C)c1N)c1cc2cc(Br)ccc2o1,94,123,61,114,54,103,80,73
COc1cc(NCC(=O)Nc2cc(Nc3ccc(Cl)cc3)ncn2)c(Cl)c(OC)c1Cl,95,104,97,97,83,82,80,77
COc1ccc(N(C)c2nc(Cl)nc3cnn(C)c23)cc1,38,75,19,-14*,44,38,15,32
Cc1ccccc1NCc1ccccc1,109,115,97,107,104,93,90,103
COc1ccc(C(=O)O/N=C(\Cn2ccnc2)c2ccc(Cl)cc2)cc1,95,104,100,96,94,99,97,93
Cc1cccc(C)c1[N+](=O)[O-],97,98,98,113,107,108,99,101
COc1ccc(/C=C2\COc3ccc(-c4ccccc4)cc3C2=O)cc1O,48,75,-13*,2.2*,6.8*,-1.7*,0.9*,41
Fc1ccc(-c2cc(-c3cc(-c4ccc(F)cc4)n[nH]3)[nH]n2)cc1,113,95,.,102,92,115,97,91
CC(C)(C)CC(C)(C)Nc1c(-c2ccc(C(F)(F)F)cc2)nc2cnccn12,99,103,98,76,74,102,66,73
N#CC(c1cccc([N+](=O)[O-])c1)C(CC(=O)c1ccccc1)c1ccccc1 (stereo unspecified),83,83,85,101,65,103,89,81
COc1ccc(Br)c(/C=C(\C#N)c2nc3ccccc3s2)c1,79,100,85,83,47,.,27,73
C=CCSc1nnnn1-c1c(C)cccc1C,104,98,97,106,97,118,98,103

# Record cards, from the list above. Values in the order: UACC-257	MALME-3M	LOX IMVI	BT-549	T-47D	HS 578T	MCF7	UACC-62
# Profile of S=c1n(CNc2ccc(Cl)nn2)nc(-c2cc(Cl)cc(Cl)c2Cl)n1/N=C/c1ccc(Cl)cc1 → 106	89	95	106	101	108	87	90
# Profile of Cc1cccc(C)c1[N+](=O)[O-] → 97	98	98	113	107	108	99	101

# Next section:
molecule,UACC-257,MALME-3M,LOX IMVI,BT-549,T-47D,HS 578T,MCF7,UACC-62
COc1ccc2c(c1)c(-c1nc(-c3cn(C)c4ncccc34)cs1)cn2CCN,98,105,68,97,-0.9*,86,17,.
Cc1c(C(=O)Nc2ccc(S(=O)(=O)N3CCOCC3)cc2)oc2ccccc12,100,99,89,84,62,85,83,57
O=C(Nc1cc(Cl)cc(Cl)c1)N1CCOCC1,97,97,96,107,88,98,90,89
CCCSc1nnc(-c2c(C)nc3ccc(Cl)cn23)o1,99,102,92,101,75,101,79,73
COc1ccc(-c2nc(SCCC(C)C)nc(NNC(N)=O)c2C#N)cc1,115,114,88,89,83,96,93,93
COc1cc(/C=C/C(=O)N2CCCCCC2)cc(OC)c1OC,110,113,97,102,114,106,110,96
CN1C(=O)C2(SCC(C(=O)NC(C)(C)C)N2C(=O)C2CCCCC2)c2ccccc21 (stereo unspecified),110,98,100,101,107,96,99,96
Oc1ccc(-c2nnc(CSc3nnc(-c4ccncc4)o3)o2)cc1,100,98,89,95,96,103,94,94
COc1cc(Cn2cc3c(c2-c2ccccc2)CCCc2cnoc2-3)cc(OC)c1OC,101,98,78,99,90,102,79,70
Clc1ccc2nc(-c3c[nH]c4ccccc34)cc(-c3ccccc3)c2c1,94,99,84,154,75,83,75,95
CC(=O)N1CCc2cc([N+](=O)[O-])ccc21,113,.,94,105,.,99,105,105
O=C(O)/C=C/C(=O)Nc1ccc([N+](=O)[O-])cc1,75,101,100,110,88,91,99,97
O=c1c2c3c(sc2n2c(CCl)nnc2n1Cc1ccccc1)CCCC3,-54*,-71*,-100*,-94*,-70*,-36*,-80*,-73*
COc1ccc(C2(C)C(C#N)C(=O)NC(=O)C2C#N)cc1 (stereo unspecified),84,97,98,.,98,91,104,102
F[C@H]1CCO[C@H](/C=C/c2ccccc2)C1,97,85,97,99,108,88,97,87

# Three structures already listed, arranged by molecular weight, smallest number first.
molecule,UACC-257,MALME-3M,LOX IMVI,BT-549,T-47D,HS 578T,MCF7,UACC-62
CCCSc1nnc(-c2c(C)nc3ccc(Cl)cn23)o1,99,102,92,101,75,101,79,73
Fc1ccc(-c2cc(-c3cc(-c4ccc(F)cc4)n[nH]3)[nH]n2)cc1,113,95,.,102,92,115,97,91
COc1ccc2c(c1)c(-c1nc(-c3cn(C)c4ncccc34)cs1)cn2CCN,98,105,68,97,-0.9*,86,17,.

# Continued:
molecule,UACC-257,MALME-3M,LOX IMVI,BT-549,T-47D,HS 578T,MCF7,UACC-62
C=CN1CCCC1=O,124,95&93,100&107,104&113,103&97,89&83,96&97,94&103
Cc1nc2scc(-c3ccc(Cl)cc3)n2c(=O)c1CCCl,.,103,98,114,81,94,80,92
CSC1=Nc2c(c(C)c(-c3ccccc3)n2CCCCl)C2=NC(=O)CN12,84,83,50,61,72,85,36,37
O=C(c1ccccc1)C(Br)[N+](=O)[O-] (stereo unspecified),79,54,80,93,65,91,59,90
CCCCn1cnc2c(SCc3ccc(Br)cc3)nc(N)nc21,85,96,89,83,86,106,87,74
COc1ccc(-c2cc(-c3nnc(SCC(=O)Nc4ccc(C(C)=O)cc4)o3)c3ccccc3n2)cc1,68,-53*,4.1*,15,0.6*,-8.4*,-16*,26
COc1ccc(/C=C/c2c(C(N)=O)c(C)nc3ccccc23)cc1,101,105,96,107,93,96,87,94
O=S(=O)(c1ccccc1)N1C=C/C(=C\Cn2cc(-c3ccccc3)nn2)CC1,97,84,90,83,60,90,91,65
COc1ccc(-n2cc(-c3ccc(Br)cc3)nc2SCC(=O)c2ccccc2)cc1,.,87,87,110,76,84,79,82
CN(C)CCNC(=O)c1cccc(-c2cnc3ccc(-c4ccc5c(c4)OCO5)nn23)c1,108,89,21,81,75,80,27,82
COc1ccc(/C=C2/N=C(C)OC2=O)cc1OC,99,99,100,89,99,109,101,107
CCCCC(=O)OC(C)COc1ccc(C(C)CC)cc1 (stereo unspecified),86,105,101,92,84,91,87,.
OCc1c[nH]c2ccccc12,75,88,92,94,77,91,98,86
Oc1c(Br)ccc2c(O)c(Br)ccc12,91,112,92,84,100,116,87,84
Cn1ccnc1C(=O)/C=C/c1ccc(CC(=O)Nc2ccc(S(F)(F)(F)(F)F)cc2)cc1,55,51,-79*,-51*,-7.7*,.,10,-2.4*

# (list continues)
molecule,UACC-257,MALME-3M,LOX IMVI,BT-549,T-47D,HS 578T,MCF7,UACC-62
O=c1[nH]nc(CSc2nnc3sc4ccccc4n23)o1,115,110,102,101,107,98,101,100
C[C@@H](C[C@H](CCOCc1cccnc1)c1ccccc1)c1cc2ccccc2o1,94,96,96,102,.,85,106,81
CC1CC(=O)Nc2ccccc2N1 (stereo unspecified),106,171,107,106,111,.,102,106
Cn1cc(-c2nnc(N)nc2-c2c[nH]c3ccccc23)c2cc(Br)cnc21,73,46,-76*,17,29,77,14,24
CCOC(=O)N1CCN(CCCCOc2ccccc2N)CC1,101,101,101,81,82,106,105,.
CCCCCCCCCCCCNC(=S)N/N=C/c1cccc(O)c1,93,110,90,105,65,.,72,69
N#Cc1ccc(OC(=O)Nc2c(Cl)cccc2Cl)cc1,103,107,.,94,104,108,97,105
Cc1ccc(F)c(N)c1,100,92,100,106,97,108,111,103
O=C(Nc1ccc(Nc2nncc3ccccc23)cc1)c1ccc(Cl)cc1,93,100,100,107,98,105,93,90
NNS(=O)(=O)c1ccc([N+](=O)[O-])cc1,109,145,95,99,101,105,104,97
COc1ccc([C@H]2[C@H](C(=O)O)c3ccccc3C(=O)N2c2ccccc2)cc1,99,86,98,92,95,84,96,.
COc1cc(Cn2cc(CNC(=O)c3cccnc3Nc3ccc(F)cc3)nn2)cc(OC)c1,98,.,90,90,95,70,98,94
C=C(C)[C@@H]1CC[C@]2(COP(=O)(OCC)OCC)CC[C@]3(C)[C@H](CC[C@@H]4[C@@](C)(CCCN)[C@H](C(=C)C)CC[C@]43C)[C@@H]12,20,16,1.0*,-8.8*,19,31,6.1*,35
Cc1c(C(=O)OCCO)cc(-c2ccc(Cl)cc2)n1-c1ccc(Cl)cc1,90,96,83,.,56,91,88,65
CN1CCN(CCOc2ccc(-c3cnc4c(-c5ccc(F)cc5)cnn4c3)cc2)CC1,28,54,-79*,83,53,57,41,51

# Overlap with the part before: four compounds, then new ones.
molecule,UACC-257,MALME-3M,LOX IMVI,BT-549,T-47D,HS 578T,MCF7,UACC-62
COc1cc(Cn2cc(CNC(=O)c3cccnc3Nc3ccc(F)cc3)nn2)cc(OC)c1,98,.,90,90,95,70,98,94
C=C(C)[C@@H]1CC[C@]2(COP(=O)(OCC)OCC)CC[C@]3(C)[C@H](CC[C@@H]4[C@@](C)(CCCN)[C@H](C(=C)C)CC[C@]43C)[C@@H]12,20,16,1.0*,-8.8*,19,31,6.1*,35
Cc1c(C(=O)OCCO)cc(-c2ccc(Cl)cc2)n1-c1ccc(Cl)cc1,90,96,83,.,56,91,88,65
CN1CCN(CCOc2ccc(-c3cnc4c(-c5ccc(F)cc5)cnn4c3)cc2)CC1,28,54,-79*,83,53,57,41,51
CCOC(=N)c1ccccc1,107,104,101,93,96,98,95,95
COc1ccc(-c2cc(-c3nnc(SCC(=O)c4ccccc4)n3-c3ccccc3)c3ccccc3n2)cc1,90,91,97,82,89,100,97,101
Cc1ccc(S(=O)(=O)c2nc(-c3ccccc3)oc2SCc2ccccc2)cc1,86,84,96,100,60,111,93,75
CC(=O)Nc1ccc(N)c2cc(S(=O)(=O)O)c(S(=O)(=O)O)cc12,110,129,101,98,103,.,103,99
C/C1=C\CC[C@@]2(C)O[C@H]2[C@H]2OC(=O)C(CN3CCN(CC4C(=O)O[C@H]5[C@H]4CC/C(C)=C/CC[C@@]4(C)O[C@@H]54)CC3)[C@@H]2CC1 (stereo partly specified),84,101,94,105,81,99,74,.
CN(C)CCCNC1=C(Cl)C(=O)c2ccccc2C1=O,-97*!,-89*,-43*,93&97,32&65,9.8*,5.0*!,-14*!
CC[C@H](C)[C@H]1NC(=O)Nc2nc3ccccn3c2C1=O,94,97,97,98,87,92,101,117
CC(=O)OCC(=O)C1(O)CCC2C3CCC4C(OC(C)=O)C(=O)CCC4(C)C3C(=O)CC21C (stereo unspecified),103,.,98,97,111,114,108,93
CCCCN(CCCC)CCC(=O)c1ccc(OC)c2ccccc12,86,124,79,108,41,106,15,94
Cc1ccc(Nc2nc(N)nc(N)c2N=O)cc1C,97,92,99,88,59,72,51,89
O=c1[nH]c2nnc(/C=C/c3ccco3)c(=O)n2nc1/C=C\c1ccco1,102,92,101,95,137,114,59,103
Cc1cc(Cl)cc(C)c1O,104,109,99,.,107,110,95,105
Cc1ncc(C[n+]2csc([C@H](O)CO)c2C)c(N)n1,93,94,96,105,96,94,94,100
Fc1ccc(Oc2ccc(Nc3ncnc4onc(-c5ccccc5)c34)cc2)cc1,88,93,96,79,94,97,95,92
Cc1sc2nc(NCc3ccccn3)[nH]c(=O)c2c1C,.,102,91,86,67,111,80,110

# Remaining list, next part
molecule,UACC-257,MALME-3M,LOX IMVI,BT-549,T-47D,HS 578T,MCF7,UACC-62
CN(C)c1ccc(/C=N\NC(=O)/C=C/C=C/c2ccc3c(c2)OCO3)cc1,95,91,89,90,93,96,56,84
O=C(CSc1nc2ccccc2c(=O)n1CCc1ccccc1)Nc1ccc(Cl)cc1,83,.,78,87,45,56,70,67
O=C(c1coc(=O)c(-c2ccc(F)cc2)c1)c1ccccc1O,119,72,98,75,93,108,90,105
Cn1ccnc1C(=O)/C=C/c1ccccc1,52,63,18,.,18,-2.8*,2.3*,43
CCO/C=C1\SC(=S)N(c2ccc(O)cc2)C1=O,98,108,103,114,106,108,103,99
CC1SC(c2ccccc2O)N(NC(=O)CCC(=O)c2nc3ncccc3[nH]2)C1=O (stereo unspecified),99,94,85,122,94,90,99,99
CCN(CC)CCOC(=O)c1ccc(C)cc1,111,118,97,.,100,117,101,104
O=C(c1ccccc1O)N1CCCC1,80,104,100,89,96,111,91,100
Nc1[nH]nc2nc3n(c(=O)c12)-c1ccccc1Sc1ccccc1-3,103,.,84,90,98,96,89,72
Brc1ccc(SCN(CSc2ccc(Br)cc2)Cc2ccccc2)cc1,93,104,-16*,-15*,85,88,66,92
COc1ccc(Cn2cc(C(=O)Nc3cccnc3Nc3cc(OC)c(OC)c(OC)c3)nn2)cc1,104,98,99,103,90,97,95,90
O=C(Nc1ccc(Cl)c(Cl)c1)Nc1ccc2[nH]ccc2c1,101,89,99,101,93,113,82,80
O=C(NCCCn1ccnc1)OCc1nc2nc(Cl)nc(N3CCOCC3)c2[nH]1,103,87,98,101,96,101,91,101
C=C1C(=O)O[C@H]2[C@H]1CC/C(COC(=O)NCCc1c[nH]c3ccccc13)=C\CC[C@@]1(C)O[C@@H]21,63,-33*,-63*,-13*,-37*,81,6.6*,.
CCCCC(CCc1ccccc1[N+](=O)[O-])(C(C)=O)C(=O)OCC (stereo unspecified),104,.,98,109,85,77,90,105

# The listing continues:
molecule,UACC-257,MALME-3M,LOX IMVI,BT-549,T-47D,HS 578T,MCF7,UACC-62
CCN(CC)CCC(C#N)(CCN(C)C)c1ccccc1 (stereo unspecified),108,107,.,107,101,.,97,105
CCN(CC)CCNC(=O)Nc1ccc(Oc2ncnn3cc(C(C)(C)O)c(C)c23)cc1Cl,98,84,94,97,94,98,101,100
Oc1ccccc1/C=N\NC(=S)N/N=C/c1ccccc1O,34&40,43&40,25&28,50&47,52&48,73&98,27&26,-5.2*!
CCCCCCOc1nc2c(c(=O)n(C)c(=O)n2C)n1C,107,114,106,109,93,116,104,92
CCc1c(Nc2ccccc2Cl)nc(N)[nH]c1=O,103,107,102,111,.,101,90,90

# High-throughput results deposited in PubChem by NCI.
